Screening results from PubChem BioAssay.
USP28 inh = blocks human USP28 ubiquitin-rhodamine cleavage; Q96RU2; purified USP28, Ub-rhodamine cleavage fluorescence, 30 min; inhibition, % at 25 µM; 47,000 compounds, 3% hits; AID 1645857
UCHL1 block = blocks human UCHL1 ubiquitin-rhodamine cleavage. purified UCHL1, Ub-rhodamine cleavage fluorescence. inhibition, % at 20 µM. 47,000 compounds, 0.2% hits
USP10 block = human USP10 deubiquitinase inhibition | purified USP10, Ub-rhodamine fluorescence, 60 min | inhibition, % at 20 µM | 47,000 compounds, 1.1% hits
OTUD3 block = inhibitors of human OTUD3 deubiquitinase; purified OTUD3, Ub-rhodamine fluorescence, 2 h; inhibition, % at 25 µM; 47,000 compounds, 0.7% hits
USP30 block = inhibitors of human USP30 deubiquitinase; Q70CQ3; purified USP30, Ub-rhodamine cleavage fluorescence; inhibition, % at 25 µM; 47,000 compounds, 5.3% hits
USP17 block = human USP17-like deubiquitinase inhibition; inhibition, % at 50 µM; 47,000 compounds, 6.5% hits; A8MUK1; purified USP17, Ub-rhodamine cleavage fluorescence, 3 h
USP7 inh = blocks human USP7 ubiquitin-rhodamine cleavage; Q93009; purified USP7, Ub-rhodamine cleavage fluorescence; inhibition, % at 20 µM; 47,000 compounds, 0.3% hits; AID 1645854
Target sequence (Q93009 whole entry, looked up): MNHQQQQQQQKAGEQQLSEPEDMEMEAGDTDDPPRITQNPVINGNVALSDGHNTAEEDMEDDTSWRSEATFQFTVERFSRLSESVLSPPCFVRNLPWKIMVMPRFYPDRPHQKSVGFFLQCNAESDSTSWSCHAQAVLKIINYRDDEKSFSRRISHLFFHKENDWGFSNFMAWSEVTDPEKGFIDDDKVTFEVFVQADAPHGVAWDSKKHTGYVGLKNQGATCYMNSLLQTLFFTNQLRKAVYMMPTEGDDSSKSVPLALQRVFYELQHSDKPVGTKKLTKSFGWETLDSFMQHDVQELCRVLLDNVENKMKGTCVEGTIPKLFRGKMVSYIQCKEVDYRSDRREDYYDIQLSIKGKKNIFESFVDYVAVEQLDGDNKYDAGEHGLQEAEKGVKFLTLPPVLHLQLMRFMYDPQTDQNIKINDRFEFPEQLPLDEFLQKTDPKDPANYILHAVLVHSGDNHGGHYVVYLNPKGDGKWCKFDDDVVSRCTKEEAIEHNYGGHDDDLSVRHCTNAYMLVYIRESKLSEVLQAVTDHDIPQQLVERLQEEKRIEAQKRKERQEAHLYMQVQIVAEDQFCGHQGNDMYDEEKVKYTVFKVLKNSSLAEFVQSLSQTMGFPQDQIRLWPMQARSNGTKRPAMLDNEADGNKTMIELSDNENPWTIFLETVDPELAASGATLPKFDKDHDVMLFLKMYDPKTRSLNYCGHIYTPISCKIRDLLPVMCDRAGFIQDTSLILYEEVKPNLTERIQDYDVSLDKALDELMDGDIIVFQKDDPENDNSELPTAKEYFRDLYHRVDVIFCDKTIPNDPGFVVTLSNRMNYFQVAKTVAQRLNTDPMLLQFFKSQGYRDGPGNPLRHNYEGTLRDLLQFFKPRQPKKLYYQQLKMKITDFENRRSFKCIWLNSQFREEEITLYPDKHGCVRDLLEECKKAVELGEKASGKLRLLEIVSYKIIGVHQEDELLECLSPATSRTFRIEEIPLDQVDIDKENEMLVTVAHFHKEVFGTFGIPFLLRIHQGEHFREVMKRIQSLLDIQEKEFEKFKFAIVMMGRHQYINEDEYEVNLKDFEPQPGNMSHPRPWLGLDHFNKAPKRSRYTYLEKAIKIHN
USP8 block = inhibitors of human USP8 deubiquitinase; P40818; purified USP8, Ub-rhodamine cleavage fluorescence, 30 min; inhibition, % at 20 µM; 47,000 compounds, 4.2% hits
* = called active by the depositor; x = no result given. No stated cut-off is given here; in the data, active means inhibition above about 30%; inactive means the rest.

USP28 inh | UCHL1 block | USP10 block | OTUD3 block | USP30 block | USP17 block | USP7 inh | USP8 block | structure
-9 | -3 | 0 | -23 | -24 | -28 | -9 | -11 | NS(=O)(=O)c1cccc(NC(=O)CSc2nnc(-c3c[nH]c4ccccc34)n2CC2CCCO2)c1 (stereo not given)
-12 | 4 | 3 | -4 | -28 | -11 | 11 | -1 | CC(C)(C)C1CCC(C(=O)OCC(=O)Nc2cc(S(=O)(=O)N3CCOCC3)ccc2N2CCOCC2)CC1 (stereo not given)
1 | 4 | 6 | 9 | 10 | 14 | -137 | 0 | CC(C)c1ccc(NC(=O)C2C3C=CC4(O3)C2C(=O)N(C2CCCCC2)C4C(=O)NC2CCCCC2)cc1 (stereo not given)
8 | -5 | 1 | -10 | -3 | x | -1 | -5 | COc1ccc(C(=O)CN2C(=O)COc3cc(C(=O)N[C@H](CO)Cc4ccccc4)ccc32)cc1
3 | -1 | -3 | 8 | 11 | 7 | x | 2 | O=C(CCn1cnc2cc(S(=O)(=O)N3CCCC3)ccc21)N1CCCC1
2 | -1 | -2 | 6 | 7 | 2 | -4 | -29 | O=S(=O)(c1cccc(F)c1)N1CCCn2nnc(COCC3CC3)c2C1
22 | -2 | -4 | 3 | -8 | 8 | -2 | 40* | NS(=O)(=O)c1ccc(CCNC(=O)Cc2cc(-c3ccc(F)cc3F)on2)cc1
3 | 4 | 3 | 4 | 7 | 7 | -4 | 15 | Cc1oncc1-c1cnc(-c2ccccn2)s1
-7 | 3 | 0 | 2 | -10 | 3 | 0 | 1 | Cc1sc2c(=O)n(C(C)C)cnc2c1C(=O)Nc1ccc(F)cc1
-11 | 2 | -5 | -9 | -42 | -34 | 6 | -59 | COc1cc2c(c(OC)c1OC)-c1ccc(N3CCN(c4ccccc4)CC3)c(=O)cc1[C@@H](NC(C)=O)CC2
38* | 0 | 4 | 5 | 0 | -5 | 2 | -39 | O=C(CSc1n[nH]c(-c2ccccc2Cl)n1)Nc1ccc2c(c1)OCCO2
17 | 0 | 5 | 2 | -6 | -2 | -4 | -9 | CC(=O)c1ccc(S(=O)(=O)Nc2cccc(-c3nc4cccnc4s3)c2C)cc1
-18 | 0 | -4 | -4 | -30 | -12 | -15 | 1 | O=C(Cc1ccc(Br)cc1)NCc1nnc2c(C(F)(F)F)cc(Cl)cn12
8 | 1 | 0 | 8 | 14 | 9 | 4 | 9 | CC(=O)N1CCc2nnc(C3CCCN3C(=O)CC3CCCCC3)n2CC1 (stereo not given)
10 | 3 | 4 | 19 | 15 | 13 | 1 | 12 | CCC(C(=O)NCCc1csc(-c2ccccc2)n1)c1ccccc1 (stereo not given)

Next records follow:
USP28 inh | UCHL1 block | USP10 block | OTUD3 block | USP30 block | USP17 block | USP7 inh | USP8 block | structure
8 | 3 | 0 | 24 | 68* | 50* | -1 | -16 | COc1ccc(CCNC(=O)CSc2cn(CCNC(=O)c3ccc(F)cc3)c3ccccc23)cc1OC
-57 | -9 | -5 | -35 | -231 | -73 | -9 | -69 | Cc1cnn(CC2CCCN2Cc2noc(C(C)(C)C)n2)c1 (stereo not given)
-64 | -13 | -3 | -61 | -276 | -57 | -6 | -39 | Cc1ccc2c(Nc3cccc(F)c3)c(C(=O)N3CCCCC3)cnc2n1
-2 | 0 | -1 | 6 | -4 | 4 | 0 | 9 | Cc1cc(CC2COCCN(C(=O)c3ccc4c(c3)OCO4)C2)ncn1 (stereo not given)
4 | 0 | 2 | 19 | 23 | 5 | 3 | 6 | O=C(c1ccc(Cl)cc1)N1CCCn2nnc(Cn3cccn3)c2C1
-29 | -5 | -6 | -17 | -108 | -23 | -3 | -61 | COc1ccc(C2c3[nH]c4ccccc4c3C[C@@H]3C(=O)N(C4CCCCC4)CC(=O)N23)cc1OC (stereo not given in full)
0 | 0 | 0 | 13 | 23 | 34* | -26 | 17 | O=C(CC1C(=O)N(C2CCCC2)c2nc3ccccc3n21)Nc1ccccc1C(F)(F)F (stereo not given)
-4 | -2 | 2 | 1 | -5 | -41 | 4 | -204 | Cn1ncc2c1C(COCC1CC1)CN(C(=O)c1ccnnc1)C2 (stereo not given)
35* | 6 | 7 | 1 | -11 | 1 | -1 | 4 | COc1ccc(Cn2nnc(-c3cccc(Cl)c3)n2)cc1F
20 | -1 | 7 | 10 | -15 | 17 | 2 | 25 | CC(C)NC(=O)c1cccc(-c2noc(-c3cccc4[nH]ccc34)n2)c1
20 | 5 | 0 | 12 | 9 | 12 | -6 | 21 | COc1ccc(-c2cc(C(=O)NCc3cccnc3)[nH]n2)cc1S(=O)(=O)N1CCCC1
3 | 0 | -2 | 5 | 6 | -3 | 1 | -27 | COc1cccc([C@@H]2CN(C(=O)c3cccnc3)[C@@H]3CCCCC(=O)N[C@H]32)c1
0 | 0 | -7 | 3 | -8 | -17 | 1 | -182 | CCc1ccc(CN2C[C@@H]3C[C@@H](c4nc(C)no4)O[C@@H]3C2)o1
0 | -5 | 0 | 2 | -8 | -12 | -2 | -13 | c1ccc(COC2C[C@@H]3CN(Cc4cncs4)C[C@@H]3C2)cc1 (stereo not given in full)
-4 | 0 | 6 | 0 | 21 | 26 | 5 | 5 | Cc1cc(NC(=O)Cn2c(=O)n(CCCCCC(=O)NCc3ccc4c(c3)OCO4)c(=O)c3sccc32)n[nH]1

Reprinted from above (9 entries):
USP28 inh | UCHL1 block | USP10 block | OTUD3 block | USP30 block | USP17 block | USP7 inh | USP8 block | structure
8 | 3 | 0 | 24 | 68* | 50* | -1 | -16 | COc1ccc(CCNC(=O)CSc2cn(CCNC(=O)c3ccc(F)cc3)c3ccccc23)cc1OC
-57 | -9 | -5 | -35 | -231 | -73 | -9 | -69 | Cc1cnn(CC2CCCN2Cc2noc(C(C)(C)C)n2)c1 (stereo not given)
-64 | -13 | -3 | -61 | -276 | -57 | -6 | -39 | Cc1ccc2c(Nc3cccc(F)c3)c(C(=O)N3CCCCC3)cnc2n1
-2 | 0 | -1 | 6 | -4 | 4 | 0 | 9 | Cc1cc(CC2COCCN(C(=O)c3ccc4c(c3)OCO4)C2)ncn1 (stereo not given)
4 | 0 | 2 | 19 | 23 | 5 | 3 | 6 | O=C(c1ccc(Cl)cc1)N1CCCn2nnc(Cn3cccn3)c2C1
-29 | -5 | -6 | -17 | -108 | -23 | -3 | -61 | COc1ccc(C2c3[nH]c4ccccc4c3C[C@@H]3C(=O)N(C4CCCCC4)CC(=O)N23)cc1OC (stereo not given in full)
0 | 0 | 0 | 13 | 23 | 34* | -26 | 17 | O=C(CC1C(=O)N(C2CCCC2)c2nc3ccccc3n21)Nc1ccccc1C(F)(F)F (stereo not given)
-4 | -2 | 2 | 1 | -5 | -41 | 4 | -204 | Cn1ncc2c1C(COCC1CC1)CN(C(=O)c1ccnnc1)C2 (stereo not given)
35* | 6 | 7 | 1 | -11 | 1 | -1 | 4 | COc1ccc(Cn2nnc(-c3cccc(Cl)c3)n2)cc1F

(listing goes on)
USP28 inh | UCHL1 block | USP10 block | OTUD3 block | USP30 block | USP17 block | USP7 inh | USP8 block | structure
-3 | -2 | 6 | 0 | -20 | -8 | 0 | -12 | O=C(CSc1nc2ncccc2o1)NC(c1ccccc1)c1ccccc1
-8 | -3 | 3 | -9 | -5 | -4 | 4 | -2 | CN1CCC(NC(=O)C2CNC[C@H]2c2cccnc2)CC1 (stereo not given in full)
10 | 1 | 3 | 12 | 19 | 12 | 1 | 21 | CC1CCN(c2nc3c(c(=O)[nH]2)CCN(CC2CCCCC2)C3)CC1
12 | 5 | 4 | 11 | 44* | 1 | 0 | 6 | O=C(CN1CCC2(CC1)N=C(c1ccc(F)cc1)C(=O)N2)Nc1ccc(F)c(F)c1
-3 | -3 | 1 | 0 | 7 | 5 | 0 | 7 | CN(C)c1ncc(C(=O)N2C[C@@H](c3ccc(F)c(F)c3)[C@@]3(COCCC(=O)N3)C2)cn1
-6 | 2 | 3 | -21 | -102 | -107 | -17 | 58* | c1ccc(Cn2c(CNc3cccc4ccccc34)nc3ccccc32)cc1
0 | 0 | 2 | 3 | -5 | x | 2 | 2 | O=C(CSc1n[nH]c(-c2ccncc2)n1)NC1CCCCC1
0 | -1 | 17 | 9 | 34* | 16 | 3 | 11 | Cc1cccc(NC(=O)CN2C(=O)CC(c3ccccc3)=Nc3ccccc32)c1C
-25 | -1 | -4 | -14 | -75 | 15 | -2 | -7 | CCC(=O)c1cc(F)ccc1OCC(=O)Nc1cc(S(=O)(=O)N(C)C)ccc1OC
8 | 2 | -1 | 14 | 13 | 8 | 2 | 12 | Cc1nc2scc(C)n2c(=O)c1NC(=O)Cc1cccc(F)c1
-99 | -16 | -9 | -31 | -218 | 11 | -34 | -5 | Cn1c(=O)n(Cc2ccc(F)cc2)c(=O)c2cnc(-c3cccnc3)nc21
-2 | 0 | -3 | -5 | 1 | -7 | -30 | -11 | COc1ccccc1NC(=O)N1C[C@@H]2c3nccn3-c3ccccc3[C@@H]2C1
0 | 0 | -1 | 3 | 1 | 5 | 5 | 0 | Cc1oc(C2CCN(C(=O)NC3CCCC3)CC2)nc1C(=O)N1CCCC1
13 | 4 | 2 | 4 | 28 | 23 | 2 | 22 | CCc1cnc(N2CC[C@@H]3CN(CCC(C)C)S(=O)(=O)[C@@H]3CC2)nc1
0 | 0 | 1 | -2 | -2 | 9 | 0 | 4 | Cc1nc2c(c(=O)[nH]1)CC[C@@H]1CN(C(=O)c3sc(C)nc3C)C[C@H]21

Continuation:
USP28 inh | UCHL1 block | USP10 block | OTUD3 block | USP30 block | USP17 block | USP7 inh | USP8 block | structure
3 | 1 | 1 | 16 | 25 | 14 | 3 | -51 | O=C(CN1CCC(Nc2nc3c(c(=O)[nH]2)CCCC3)CC1)Nc1ccccc1[N+](=O)[O-]
1 | -1 | -5 | -29 | -79 | -8 | -5 | 4 | O=C(NCC(c1ccccc1)N1CCCC1)c1cc(-c2ccc3c(c2)OCCO3)on1 (stereo not given)
-5 | -5 | 0 | 3 | -9 | -6 | -1 | -4 | CC(=O)N1CCc2cc(NC(=O)CSc3nnc4ccccn34)ccc21
0 | 6 | 7 | 5 | 14 | 12 | 7 | 6 | COc1ccc(NC(=O)CN(C2CCCCC2)S(=O)(=O)c2ccc(Cl)cc2)c(OC)c1
-2 | -2 | -1 | 0 | 0 | -1 | -2 | 5 | COc1ccc(CNC(=O)c2noc(C)c2CN2CCOCC2)c(OC)c1
-1 | 0 | -5 | -3 | -17 | 0 | -1 | 8 | CCOc1ccc2oc(C(=O)OC(C)C(=O)Nc3cccc(C(F)(F)F)c3)c(C)c2c1 (stereo not given)
8 | 0 | 2 | 0 | 7 | 34* | 5 | 76* | COc1ccc(C)cc1S(=O)(=O)NNc1nc(C)cc(C)n1
15 | 4 | -1 | 5 | 33* | 30 | 3 | 11 | C[C@@H](C(=O)NCc1ccc2c(c1)OCO2)N1C(=O)N2CCc3c([nH]c4ccccc34)[C@@]2(C)C1=O
-5 | 0 | 1 | 0 | 1 | -8 | -2 | -38 | COc1cccc([C@@H]2CNC[C@H]2c2cc(=O)[nH]c(NCc3cccnc3)n2)c1
-5 | -5 | 0 | -5 | -27 | -1 | 1 | 9 | CN(C)C(CNc1ncnc2ccccc12)c1cccs1 (stereo not given)
x | -4 | -3 | -2 | x | -14 | -6 | -4 | O=C(c1ccc2ncsc2c1)N1CCN(c2ccccc2)CC1
7 | -4 | -13 | 0 | -1 | 26 | -10 | 29 | CN(C)c1cccc(C(=O)Nc2cc(Cl)ccc2-n2cncn2)c1
0 | -1 | -2 | 1 | -1 | -3 | 0 | -44 | CCN1C[C@H]2C3(CCN(S(=O)(=O)c4ccccc4)CC3)CC[C@@]2(C(=O)NC)C1
-13 | 9 | 2 | -9 | 1 | 63* | 6 | -1 | CCn1cc(-c2cc(C(=O)Nc3cnn(Cc4cccc(F)c4)c3)c3ccccc3n2)cn1
13 | 10 | 9 | 7 | -12 | 34* | -18 | 33* | COc1ccc(CC(=O)OCC(=O)N2c3ccccc3NC(=O)C2(C)C)cc1

Remaining list, next part
USP28 inh | UCHL1 block | USP10 block | OTUD3 block | USP30 block | USP17 block | USP7 inh | USP8 block | structure
-6 | 1 | 1 | 0 | -13 | -3 | 9 | 6 | COCCCNc1ccc(-c2ccc(C)c(S(=O)(=O)N3CCCC3)c2)nn1
0 | -2 | -2 | -5 | -22 | -36 | -3 | -158 | O=C(NCCc1ccncc1)c1nc2c(s1)CCCN2C(=O)C1CC1
12 | 10 | 17 | 10 | 40* | 48* | 10 | 11 | CCc1ccc(-c2nc(SC(C)C(=O)NC3CCCc4ccccc43)n[nH]2)cc1 (stereo not given)
-3 | -1 | 0 | 0 | -1 | -35 | -9 | -183 | Cc1cc(CN2CC[C@@H]3OC[C@H](C(=O)NCC4CC4)C[C@@H]3C2)oc1C
8 | 2 | 4 | 10 | 15 | 2 | -17 | 12 | Cc1ccc(NC(=O)CCC(=O)N(c2ccccc2)c2ccccc2)c(F)c1
1 | 1 | 0 | 9 | 11 | 14 | -2 | 0 | CC(=O)O[C@@H]1[C@H]2[C@H](C)[C@H](O)CC[C@]2(C)C2C(=O)[C@H](O)[C@H]3/C(=C(\CCC=C(C)C)C(=O)O)[C@@H](OC(C)=O)C[C@]3(C)[C@@]2(C)[C@H]1O (stereo not given in full)
